Assay outcomes (PubChem)
L3MBTL1 inh – blocks human L3MBTL1; Q9Y468; AlphaScreen L3MBTL1–H3K9me1 peptide binding; Potency, µM (titrated, usually from 57.1 µM), for inactives: top-dose activity, negative = inhibition, most hits filed as inhibitors; actives 0.66% (n = 230,000); AID 485360; active = well fitted inhibition curve with a large enough effect; inconclusive = small, poorly fitted or top-dose-only effect; inactive = no such curve, though single readings can be large or run the other way; note: nearly all actives have a fitted effect of over 60% in size
Target sequence (Q9Y468 whole entry, looked up): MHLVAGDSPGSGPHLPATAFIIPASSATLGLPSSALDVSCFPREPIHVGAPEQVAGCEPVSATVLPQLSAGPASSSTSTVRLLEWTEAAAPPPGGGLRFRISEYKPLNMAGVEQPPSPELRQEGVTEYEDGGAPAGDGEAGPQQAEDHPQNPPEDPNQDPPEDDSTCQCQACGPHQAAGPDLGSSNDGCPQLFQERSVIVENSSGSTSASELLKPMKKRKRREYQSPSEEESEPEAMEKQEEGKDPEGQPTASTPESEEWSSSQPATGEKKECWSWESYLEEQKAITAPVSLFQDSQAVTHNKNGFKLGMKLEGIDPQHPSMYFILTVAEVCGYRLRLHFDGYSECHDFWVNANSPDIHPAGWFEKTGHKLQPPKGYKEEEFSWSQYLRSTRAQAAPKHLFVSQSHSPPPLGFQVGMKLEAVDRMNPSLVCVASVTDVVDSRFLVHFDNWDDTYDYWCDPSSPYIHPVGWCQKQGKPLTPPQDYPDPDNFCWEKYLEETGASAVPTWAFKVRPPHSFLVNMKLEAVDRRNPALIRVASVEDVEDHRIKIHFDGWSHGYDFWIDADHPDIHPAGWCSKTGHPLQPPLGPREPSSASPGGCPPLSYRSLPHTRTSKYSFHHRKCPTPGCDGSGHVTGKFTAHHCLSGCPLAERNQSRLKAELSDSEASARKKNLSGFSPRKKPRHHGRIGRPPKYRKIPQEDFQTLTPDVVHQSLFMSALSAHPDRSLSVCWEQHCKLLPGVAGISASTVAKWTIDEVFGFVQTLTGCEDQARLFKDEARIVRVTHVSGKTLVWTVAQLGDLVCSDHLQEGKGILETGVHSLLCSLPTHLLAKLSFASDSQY
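AlphaScreen proximity signal between nickel-chelate acceptor and streptavidin donor beads (final 10 ug/mL) reports binding of 50 nM L3MBTL1 to 75 nM biotin-H3 K9me1 peptide; complex incubated with compounds 30 min at room temperature; cefsulodin titration as control.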
* hit, by the source's call; ? = inconclusive; & = joins results of further samples; [ ] = dose if it differs, or a comment. % is set by controls: 0 for no effect and ±100 for the full control effect; potency is the fitted concentration of half-maximal effect.

| canonical_smiles | L3MBTL1 inh |
| --- | --- |
| COc1ccc(CN2CCN(CCCc3ccccc3)C(CCO)C2)c(O)c1 (centres undefined) | 5% |
| CC1(C(=O)Nc2ccc(S(=O)(=O)Nc3ncccn3)cc2)CCCC1 | 11% |
| C#CCOCCOCCOCCNc1nc(N2CCN(C(=O)[C@H]([C@@H](C)CC)n3cc(CCCCN)nn3)CC2)nc(N2CCN(C(=O)[C@H]([C@@H](C)CC)n3cc(CCCN=C(N)N)nn3)CC2)n1 | -3% |
| CCCn1c(N)c(C(=O)COC(=O)CCNS(=O)(=O)c2ccccc2F)c(=O)[nH]c1=O | -1% |
| COc1cc(-c2ccc3oc(-c4cccc(C)c4)c(C#CC4(O)CCCCC4)c3c2)cc(OC)c1OC | -6% |
| O=C1CCN(CCc2ccccc2)CCN1[C@H](CO)c1ccccc1 | 46%[activator] |
| CCOc1ccc(S(=O)(=O)N(CC)CC)cc1NC(=O)CSCc1c(C)noc1C | 6% |
| CC(C)(C)OC(=O)[C@H](Cc1ccccc1)NC(=O)c1nc[nH]c1C(=O)N1CCN(C(=O)OC(C)(C)C)CC1 | -3% |
| Cc1cccc(NC(=O)CN2CCN(C(=O)c3oc4c(Cl)cccc4c3C)CC2)c1C | -8% |
| O=C(Nc1cccc(F)c1)Nc1cccc(Cl)c1 | 7%[2.29 µM] |
| O=C(CNC(=O)c1ccc(-c2ccccc2)cc1)Nc1cccc(CO)c1 | 10% |
| CCN(CC(=O)Nc1ccccc1C(F)(F)F)C(=O)CSCc1c(C)noc1C | -2% |
| CC1CC1C(=O)OCC(=O)N(C)c1c(N)n(Cc2ccccc2)c(=O)[nH]c1=O (centres undefined) | -4% |
| NC(=O)C1CCN(c2nc3ccccc3nc2NS(=O)(=O)c2ccc(Br)cc2)CC1 | -1% |
| CCN(CC)C(CNC(=O)CSc1nnnn1-c1cccc(F)c1)c1ccco1 (centres undefined) | -4% |

Continued (3 carried over from the part before).
| canonical_smiles | L3MBTL1 inh |
| --- | --- |
| CC1CC1C(=O)OCC(=O)N(C)c1c(N)n(Cc2ccccc2)c(=O)[nH]c1=O (centres undefined) | -4% |
| NC(=O)C1CCN(c2nc3ccccc3nc2NS(=O)(=O)c2ccc(Br)cc2)CC1 | -1% |
| CCN(CC)C(CNC(=O)CSc1nnnn1-c1cccc(F)c1)c1ccco1 (centres undefined) | -4% |
| CN1CCN(C(=O)CCN2C(=O)/C(=C\c3ccc(F)cc3)SC2=S)CC1 | -1% |
| Cc1nnc(SCC(=O)N2CCN(c3cccc(Cl)c3)CC2)n1C1CC1 | 0% |
| CCCN(C(=O)c1ccc([N+](=O)[O-])c(C)c1)c1c(N)n(Cc2ccccc2)c(=O)[nH]c1=O | 10% |
| CCc1ccc(NC(=O)C(C)OC(=O)/C=C/c2ccc(O)c(OC)c2)cc1 (centres undefined) | -3% |
| CCN(Cc1ccc2c(c1)OCCO2)S(=O)(=O)c1ccc(NC(C)=O)cc1 | 2% |
| COCCCn1c(C)cc(C(=O)CN2c3cccc4cccc(c34)S2(=O)=O)c1C | ? |
| C=C1CC2C(CCC3(C)C2CCC3(O)C(C)=O)C2(C)CCC(=O)C=C12 (centres undefined) | 12% |
| O=C(O)CCC(=O)OCc1c(-c2ccccc2)ncc2ccccc12 | 5% |
| CN(CC(=O)Nc1cccc(F)c1)C(=O)CN1C(=O)C2CC=CCC2C1=O (centres undefined) | 3% |
| CCOc1ccc(S(=O)(=O)Nc2cccc(C(=O)NCCCN3CCOCC3)c2)cc1 | 5% |
| Cn1c(N)c(C(=O)COC(=O)/C=C/c2ccc(Cl)cc2)c(=O)n(C)c1=O | 7% |
| CC(=O)c1ccc(Nc2ccc([N+](=O)[O-])c3nonc23)cc1 | -16% |
| COc1ccccc1C(=O)OCC(=O)NC12CC3CC(CC(C3)C1)C2 | 2% |
| Cc1ccc(N2C(=O)CC(Sc3nc(C)cc(C)n3)C2=O)cc1 (centres undefined) | 0% |
| CC1CC(=O)Nc2ccccc2N1C(=O)COc1ccc2ccccc2c1 (centres undefined) | -2% |

3 entries from above, with each value named.
CCOc1ccc(S(=O)(=O)Nc2cccc(C(=O)NCCCN3CCOCC3)c2)cc1
  L3MBTL1 inh: 5%
Cn1c(N)c(C(=O)COC(=O)/C=C/c2ccc(Cl)cc2)c(=O)n(C)c1=O
  L3MBTL1 inh: 7%
CC(=O)c1ccc(Nc2ccc([N+](=O)[O-])c3nonc23)cc1
  L3MBTL1 inh: -16%

Further entries follow:
| canonical_smiles | L3MBTL1 inh |
| --- | --- |
| CCOC(=O)C(Cc1ccc(NC(C)=O)cc1)N1C(=O)c2ccccc2C1=O (centres undefined) | 7% |
| O=C(c1cccc(NS(=O)(=O)c2ccc(F)cc2)c1)N1CCN(c2ccccc2)CC1 | -8% |
| CCN(CC)C(=O)c1cccc(NC(=O)c2ccc3c(=O)n4c(nc3c2)CCC4)c1 | -4% |
| O=C(COC(=O)c1c[nH]c2ccccc12)Nc1cccc(F)c1 | 4% |
| COc1ccc(S(=O)(=O)N2CCN(CCc3ccccc3)CC2)cc1 | -7% |
| Cc1ccc(S(=O)(=O)N2CCCCC2)cc1C(=O)NCc1ccc(S(N)(=O)=O)cc1 | -4% |
| CCOC(=O)C1CCN(C(=O)COc2ccc(C(=O)c3ccccc3)cc2)CC1 | 0% |
| Cn1c(=O)n(CC(N)=O)c(=O)c2c1nc(Br)n2Cc1ccccc1 | -8% |
| COc1cccc(C(=O)Nc2cc3c4c(c2)CC(=O)N4CCC3)c1 | -2% |
| CCN(CC)C(=O)[C@H]1C[C@H](CC(=O)NCc2ccco2)C(=O)N2CCc3c([nH]c4ccc(Cl)cc34)[C@]12C | -9% |
| CC(=O)c1ccc(OCCOc2ccc([N+](=O)[O-])cc2)cc1 | 2% |
| Cc1ccc(CN2[C@@H](Cc3ccccc3)C(=O)CS2(=O)=O)cc1 | -11% |
| O=C(/C=C/c1ccccc1)NCCS(=O)(=O)N1CCN(c2ccccc2F)CC1 | 1% |
| O=C(NS(=O)(=O)N1CCCC1)C1=C(N2CCCC2)COC1=O | -1% |
| O=C(COC(=O)c1cccc(OC(F)F)c1)Nc1cccc(S(=O)(=O)N2CCCC2)c1 | 2% |
| CCCn1c(SCC(=O)N(C2CCCCC2)C2CCS(=O)(=O)C2)n[nH]c1=O (centres undefined) | 4% |
| COC(=O)c1ccc(/C=N\N2CCN(c3ccccc3)CC2)cc1 | -5% |
| CCCn1c(N)c(N(CCOC)C(=O)c2c(CC)noc2C)c(=O)[nH]c1=O | 3% |
| CC(C)C[C@H](NC(=O)c1[nH]cnc1C(=O)N[C@@H](C)C(=O)OCc1ccccc1)C(=O)OC(C)(C)C | -6% |
| O=C(C[n+]1cccc(C(=O)N/N=C/c2ccc(Br)cc2)c1)c1ccccc1 | -1% |
| CCN(CC)S(=O)(=O)c1ccc(N2CC(C(=O)NCCc3c[nH]c4ccccc34)CC2=O)cc1 (centres undefined) | -5% |
| Nc1cc(=O)[nH]c(SCC(=O)Nc2ccc(S(=O)(=O)N3CCCC3)cc2)n1 | 5% |
| O=C(CCC(=O)N1CCOc2ccccc21)NCc1cccnc1 | 11% |
| CC(Oc1ccc(Cl)cc1)C(=O)Nc1ccccc1N1CCOCC1 (centres undefined) | 5% |
| O=C(CCCNC(=O)c1ccc(Cl)cc1)Nc1ccc(F)c(S(=O)(=O)N2CCOCC2)c1 | 0% |
| COc1ccc(CCC(=O)Nc2ccc(Cn3ccnc3)cc2)cc1 | 3% |
| O=C(OCc1ccc([N+](=O)[O-])cc1)C1CC(=O)N(Cc2ccccc2)C1 (centres undefined) | -10% |
| CCC(NC(=O)CNC(=O)c1ccc2c(c1)OCO2)c1ccc(Br)cc1 (centres undefined) | 3% |
| CC(=O)CCC(=O)N1CCCC(N2CCN(c3cccc(Cl)c3)CC2)C1 (centres undefined) | 1% |
| COc1ccc(CN(C(=O)c2ccc(C)cc2)c2cccc(N)c2)cc1 | 0% |
| CC(Oc1ccc(C(C)(C)C)cc1)C(=O)NCC(c1ccco1)N1CCCC1 (centres undefined) | -7% |
| CC(C)n1nccc1NS(=O)(=O)c1ccccc1 | 3% |
| C[C@H](CO)N1C[C@H](C)[C@@H](CN(C)C)Oc2c(NS(=O)(=O)c3cn(C)cn3)cccc2C1=O | -1% |
| CC(Sc1nncn1C)C(=O)NCCC1=CCCCC1 (centres undefined) | 10% |
| COc1ccc(S(=O)(=O)N(C)Cc2ccc3c(c2)OCCO3)cc1 | 4% |
| Cc1ccc(C)c(S(=O)(=O)N2CCN(C(=O)c3sccc3C)CC2)c1 | -7% |
| CC(=O)Nc1ccc(OCC(=O)Nc2ccc(Cl)c(S(=O)(=O)N3CCOCC3)c2)cc1 | 4% |
| COc1ccc(NC(=O)CN(C)C(=O)c2cc(S(=O)(=O)N3CCCCCC3)ccc2OC)cc1 | 3% |
| CCCCN(C(=O)c1cccs1)c1c(N)n(Cc2ccccc2)c(=O)[nH]c1=O | 0% |
| CC(OC(=O)c1nc(Cl)ccc1Cl)C(=O)Nc1ccccc1F (centres undefined) | -16% |
| CCOC(=O)c1[nH]c(C)c(C(=O)OCC(=O)NC(C)c2ccc(F)cc2)c1C (centres undefined) | -2% |
| Cc1cc(NC(=O)CN2C(=O)NC(C)(CC(C)C)C2=O)no1 (centres undefined) | 7% |
| O=C(COc1ccc([N+](=O)[O-])cc1Cl)N1CCc2ccccc21 | 10% |
| CCCN(CC(=O)Nc1ccccc1C)C(=O)c1cn2ccccc2n1 | 4% |
| C[C@H](NC(=O)c1[nH]cnc1C(=O)Nc1ccccc1)c1ccccc1 | -8% |
| COc1ccc(NC(=O)CSc2nc(N)cc(N)n2)cc1S(=O)(=O)N1CCCCC1 | -3% |
| C=CCOc1ccc(/C=C/C(=O)N2CCCN(S(=O)(=O)c3c(C)noc3C)CC2)cc1 | -1% |
| CC(=O)NC12CC3CC(C1)CC(C(=O)N1CCN(C(=O)c4ccco4)CC1)(C3)C2 | 2% |
| COc1ccc(OCCCC(=O)Nc2ccc(S(=O)(=O)N3CCOCC3)cc2)cc1 | -4% |
| CCN(CC(=O)NC(=O)Nc1ccccc1F)Cc1ccccc1 | 8% |
| CCN(C(=O)CN1C(=O)c2ccccc2S1(=O)=O)C1CCCCC1 | -4% |
| CC(C)CC(=O)N1CCN(Cc2ccccc2Br)CC1 | -1% |
| C=CCn1cnnc1SCC(=O)Nc1cccnc1Cl | -14% |
| CCCNC(=O)C(Cc1ccccc1)NC(=O)c1ccc(-c2ccccc2)cc1 (centres undefined) | 31%[activator] |
| Cc1ccc(OCCn2cc(C=O)c3ccccc32)cc1 | 10% |
| CCCCCN(C(=O)CCC(=O)OCC(=O)c1c(C)cc(C)cc1C)c1c(N)n(CCCC)c(=O)[nH]c1=O | -6% |
| Cc1c(NC(=O)COc2ccccc2Cl)c(=O)n(-c2ccccc2)n1C | 7% |
| CCCNC(=O)C(CC)NC(=O)c1ccc(C#N)cc1 (centres undefined) | 6% |
| O=C1CN(C(=O)NCC(=O)N[C@H](Cc2ccccc2)C(=O)O)c2ccccc2N1 | 4% |
| COC(=O)N1CCc2c(sc(NC(=O)C3COc4ccccc4O3)c2C(N)=O)C1 (centres undefined) | -6% |

Additional compounds follow:
| canonical_smiles | L3MBTL1 inh |
| --- | --- |
| CC(C)C[C@H]1CN=C(Nc2ccccc2)N1CC1CCC(C(C)(C)C)CC1 (some centres undefined) | 11% |
| Cc1cc(C)n2c(SCC(=O)Nc3cc(S(=O)(=O)N(C)C)ccc3C)nnc2n1 | 1% |
| O=C(COC(=O)CNC(=O)C1CCCCC1)Nc1ccccc1Cl | 5% |
| CCOc1ccc(N2CC(C(=O)NNC(=O)c3ccc(Br)cc3)CC2=O)cc1 (centres undefined) | 4% |
| CC(C)n1cnc2c(NCc3ccccc3)cc(N[C@@H](CO)Cc3ccccc3)cc21 | -28% |
| CN(CC(=O)Nc1ccccc1C(F)(F)F)C(=O)c1cc(Cl)nc2ccccc12 | 6% |
| O=C(/C=C/c1ccc(Cl)c(Cl)c1)NCCCn1ccnc1 | -5% |
| Cc1ccc(C(=O)NN=CC(=O)c2ccccc2)c(C)c1 | 4% |
| CN1CCN(C(CNC(=O)C(=O)Nc2ccc3c(c2)OCCO3)c2ccc(F)cc2)CC1 (centres undefined) | -2% |
| CCc1sc(C(=O)Nc2cccc(-n3cnnn3)c2)cc1C | 2% |
| CCN(CC(=O)Nc1c(F)cccc1F)C(=O)CSc1ccc(F)cc1 | -12% |
| Cc1csc(SCC(=O)Nc2cc(C(N)=O)cc(C(N)=O)c2)n1 | 4% |
| O=S(=O)(c1ccc(Br)cc1)N1CCCC1 | -1% |
| COc1cc(/C=N/N(c2ccccc2)c2ccccc2)ccc1O | -18% |
| Cc1noc(C)c1CCC(=O)Nc1c(C(C)C)cccc1C(C)C | 2% |
| CSc1ccc(CN(C)C(=O)CSCC(=O)Nc2ccc(C)cc2)cc1 | -4% |
| COc1ccc(C(=O)c2ccc3oc(-c4ccc(OC)cc4)c(-c4ccc(O)cc4)c3c2)cc1 | -7% |
| O=C1C(c2ccccc2)=[N+]([O-])c2ccccc21 | ? |
| NC(=O)C1CCN(c2nc(-c3ccc4occc(=O)c4c3)cs2)CC1 | -11%&-6% |
| CC(C)Cc1nnc(NC(=O)CN2C(=O)NC3(CC(C)CC(C)(C)C3)C2=O)s1 (centres undefined) | 7% |
| O=C(NC(=S)N1CCN(c2ccccc2)CC1)c1ccco1 | -2% |
| Cc1cc(C(=O)NCC(=O)Nc2ccc(F)c(F)c2)c(C)o1 | -1% |
| Cc1ccc(C(=O)OCC(=O)NCC2COc3ccccc3O2)cc1 (centres undefined) | 43%[activator] |
| Cc1ccc(S(=O)(=O)N[C@H](C(=O)N2CCC(C(=O)N[C@@H](CC(=O)O)C(=O)O)CC2)C(C)C)cc1 | 11% |
| CC(C)c1ccc(NC(=O)CSc2nc3ccccc3nc2N2CCCC2)cc1 | 37%[activator] |
| COc1ccc(N2CCOCC2)c(NC(=O)c2cccc3ccccc23)c1 | -5% |

Some of the compounds tested; count on the stated rates, not on these rows.
